MITF inh – inhibitors of human MITF. inhibition, % at 2.6 µM. AlphaScreen MITF homodimerization, bead proximity signal. O75030. actives 0.91% (n = 650,000); in the data active = inhibition above about 50%;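 also: 0% = vehicle wells with protein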
GPR151 activ – activators of human GPR151; Q8TDV0; PathHunter beta-arrestin GPR151 cells, luminescence; activation, % at 11.2 µM; actives 1% (n = 650,000); AID 1508602; in the data active = activation above about 4.9%;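 also: 0% = median of compound wells and 100% = cells with positive control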
Target sequence (Q8TDV0 whole entry, looked up): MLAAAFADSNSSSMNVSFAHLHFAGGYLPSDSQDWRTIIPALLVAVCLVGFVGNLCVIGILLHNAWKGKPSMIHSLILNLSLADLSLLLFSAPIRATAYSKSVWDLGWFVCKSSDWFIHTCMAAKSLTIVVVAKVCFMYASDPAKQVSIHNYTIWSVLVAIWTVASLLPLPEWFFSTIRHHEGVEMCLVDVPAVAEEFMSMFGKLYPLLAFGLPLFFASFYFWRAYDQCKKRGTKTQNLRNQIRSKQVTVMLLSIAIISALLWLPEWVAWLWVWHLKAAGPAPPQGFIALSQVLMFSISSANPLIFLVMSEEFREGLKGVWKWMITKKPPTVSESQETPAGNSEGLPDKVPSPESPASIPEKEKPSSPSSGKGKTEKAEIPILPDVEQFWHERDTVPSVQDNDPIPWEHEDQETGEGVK
TEAD-YAP inh – TEAD-YAP interaction inhibition; HEK-TIYL cells, TEAD-Gal4/YAP UAS-luciferase luminescence; inhibition, % at 9.12 µM; actives 1.4% (n = 640,000); in the data active = inhibition above about 32%;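 also: 0% = median of test compound wells and 100% = reference inhibitor wells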
FBW7 activator – activators of human E3 ligase FBW7. Q969H0. AlphaScreen FBW7–phospho-cyclin E peptide binding, activator screen. normalized activity (activation), % at 26.1 µM. actives 0.13% (n = 650,000). AID 1259310; in the data active = normalized activity above about 1.9%;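 also: purified mutant Fbw7 with reduced substrate affinity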
Target sequence (Q969H0 whole entry, looked up): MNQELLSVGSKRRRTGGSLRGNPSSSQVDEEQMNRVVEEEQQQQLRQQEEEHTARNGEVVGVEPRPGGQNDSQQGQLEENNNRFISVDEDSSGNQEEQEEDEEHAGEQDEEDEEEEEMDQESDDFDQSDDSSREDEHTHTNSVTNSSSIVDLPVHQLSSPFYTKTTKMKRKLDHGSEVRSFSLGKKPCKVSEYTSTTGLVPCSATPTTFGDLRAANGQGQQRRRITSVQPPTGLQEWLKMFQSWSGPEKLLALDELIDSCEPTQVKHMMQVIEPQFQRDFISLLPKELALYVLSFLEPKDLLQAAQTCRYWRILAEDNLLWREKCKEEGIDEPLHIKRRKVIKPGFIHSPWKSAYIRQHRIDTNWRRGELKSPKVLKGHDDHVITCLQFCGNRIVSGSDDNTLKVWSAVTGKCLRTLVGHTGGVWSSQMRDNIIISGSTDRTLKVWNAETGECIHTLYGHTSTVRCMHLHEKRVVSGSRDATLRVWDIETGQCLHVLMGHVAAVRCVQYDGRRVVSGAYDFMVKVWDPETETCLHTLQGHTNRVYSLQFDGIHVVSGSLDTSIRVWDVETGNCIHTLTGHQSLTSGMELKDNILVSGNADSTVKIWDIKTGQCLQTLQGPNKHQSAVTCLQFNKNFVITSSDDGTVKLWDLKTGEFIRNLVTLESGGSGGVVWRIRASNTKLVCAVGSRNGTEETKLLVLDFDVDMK
Numbers without * were called inactive; . = no result given.

SMILES	MITF inh	GPR151 activ	TEAD-YAP inh	FBW7 activator
COc1ccc(-c2[nH]ncc2/C=N\NC(=O)c2ccccc2I)cc1	9	-0.4	1	0.2
Cc1[nH]nc2c1C(c1cccc(Cl)c1Cl)C(C#N)=C(N)O2 (stereo not given)	5	0.0	2	-0.1
CCOC(=O)c1c(NC(C)=O)sc2c1CCC(Br)C2=O (stereo not given)	9	-0.3	11	0.5
O=C(NC(=O)C(Cl)(Cl)Cl)Nc1ccc(Cl)c(Cl)c1	3	2.5	-2	0.1
O=C(c1cc([N+](=O)[O-])cc([N+](=O)[O-])c1)N1CCc2ccccc2C1	6	0.0	-5	-0.1
O=C(Nc1ccc(-n2cccn2)cc1)C1CC12CCN(C(=O)COc1ccccc1)CC2 (stereo not given)	2	-0.3	12	-0.1
O=C(c1ccc(CS(=O)c2ccccc2)o1)N1CCN(c2ccccc2F)CC1 (stereo not given)	4	-0.6	15	0.2
CN(c1ccc(C(=O)NC2CCCC2)cc1)S(C)(=O)=O	11	-1.4	0	0.1
Cc1ccc(CN(CC(=O)Nc2ccc(C(N)=O)cc2)S(=O)(=O)c2ccc(C)cc2)cc1	-11	-0.1	-17	0.0
O=C1OC(c2ccccc2)=N/C1=C/c1ccc(-c2ccccc2Cl)o1	16	-0.1	1	1.6
CCCCn1c(N)c(NCCOC)c(=O)[nH]c1=O	15	0.6	-3	0.1
O=C(/C=C/c1ccccc1)N1CCCC(c2ccn[nH]2)C1 (stereo not given)	-5	-0.6	-20	0.0
O=C(Nc1ccccc1[N+](=O)[O-])c1cc(S(=O)(=O)Nc2ccccc2)c(Cl)cc1Cl	-1	0.8	-9	0.0
CCSCCOC(=O)C1=C(C)NC2=C(C(=O)C(C(=O)OC)C(C)C2)C1c1ccc(OC)c(O)c1 (stereo not given)	-6	-1.3	-5	0.1
COc1ccc(C(=O)NNC(=O)CSc2nc(C3CC3)nc3sc(C)c(C)c23)cc1	8	-0.5	-4	-0.1
O=C(NCc1cccs1)C1CCN(S(=O)(=O)c2ccc3[nH]c(=O)ccc3c2)CC1	3	0.5	-9	0.0
CC(=O)Nc1nc(-c2ccc3c(c2)CCN3C(=O)C2CCCCC2)c(C)s1	20	0.9	78*	0.0
CC(NCc1ccc(OCC(=O)NC(C)(C)C)cc1)C(O)c1ccccc1 (stereo not given)	-8	3.0	8	0.0
COc1ccc(-c2cc(C(F)(F)F)n3ncc(C(=O)NCCN4CCOCC4)c3n2)cc1	6	-0.5	3	-0.1
CSc1ccc(CN2CCC(C(N)=O)CC2)cc1	33	0.0	-3	-0.3
COc1ccc(NC(=O)CCCNC(N)=O)cc1NS(=O)(=O)c1ccc(F)cc1	2	-1.3	2	0.5
COc1cc(/C=N/Nc2nnc(C(C)(C)C)c(=O)[nH]2)cc(OC)c1OC	3	6.1*	8	0.0
Cc1ccc(NC(=O)CN2C(=O)S/C(=C\c3ccc(N4CCCCC4)o3)C2=O)cc1	-2	0.5	4	0.0
O=C(N/C(=C\c1ccco1)C(=O)N1CCCCC1)c1ccc(Br)o1	6	-0.2	5	0.0
CS(=O)(=O)N1CCC(C(=O)OCc2cc(-c3ccccc3)on2)CC1	0	-0.2	-2	-0.1
N#Cc1ccc(N=Cc2ccccc2O)cc1	17	-0.3	1	0.0
N#CC1=C(N)C(C#N)(C#N)C(c2cccc(Cl)c2Cl)C2CSCC=C12 (stereo not given)	-1	2.5	5	0.1
O=S(=O)(c1ccc(N2CCCC(C(F)(F)F)C2)nc1)N1CCCC1 (stereo not given)	-2	5.8*	-4	0.0
Cc1ccccc1Oc1cc(NC(=O)c2ccccc2F)cc(NC(=O)c2ccccc2F)c1	10	-0.5	4	-0.3
NC(=O)C1CCN(C(=O)c2cc3c(=O)oc4ccccc4c3s2)CC1	-2	0.9	7	0.0
Cc1nn(Cc2nnc(-c3ccccc3Br)o2)c(C)c1[N+](=O)[O-]	-9	2.2	4	0.0
CCOc1ccc(C2=C/C(=C/c3cccs3)C(=O)O2)cc1	4	5.8*	1	-0.2
O=Cc1cccc(OCc2cccc(F)c2)c1	-16	-6.8	-21	0.2
O=C(O)C1C2CCC(O2)C1C(=O)N1CCN(c2cccc(Cl)c2)CC1 (stereo not given)	4	0.3	0	-0.1
O=C(COC(=O)c1ccc(O)cc1)NC1CCCCCC1	-6	0.6	-6	0.1
COc1cccc(NC(=O)c2sc3nc4c(c(-c5ccco5)c3c2N)CCCC4)c1	1	0.1	6	0.1
CC[C@H](Cn1ncc2ccccc2c1=O)NC(=O)C1CCC1	-6	0.6	7	0.1
CC(=O)NC(=S)Nc1ccc(S(=O)(=O)Nc2ccc(C)cc2C)cc1	5	0.4	10	-0.2
CC(NC(=O)c1cc2c(ccc3ccccc32)oc1=O)c1ccccc1 (stereo not given)	-10	0.0	-2	0.0
Cc1cccc(OCCCCCn2ccnc2)c1C	22	0.6	24	1.0

Some of the entries so far, with two lines to a compound.
Sequence of screens – MITF inh | GPR151 activ | TEAD-YAP inh | FBW7 activator
Cc1ccccc1Oc1cc(NC(=O)c2ccccc2F)cc(NC(=O)c2ccccc2F)c1
→ 10 | -0.5 | 4 | -0.3
NC(=O)C1CCN(C(=O)c2cc3c(=O)oc4ccccc4c3s2)CC1
→ -2 | 0.9 | 7 | 0.0

Going on with the list:
SMILES	MITF inh	GPR151 activ	TEAD-YAP inh	FBW7 activator
CN=C1c2cc3cc(OC)ccc3n2CCN1Cc1ccccc1	15	0.5	29	-0.2
CCCCc1ccc(-c2nc(C=Nc3ccc(C)cc3Br)c(O)o2)cc1	3	-2.0	3	0.1
Cc1cc(C)c(NC(=O)C(C)Sc2ccccn2)c(C)c1 (stereo not given)	0	-0.6	0	0.0
O=C(CCC(=O)OCc1ccc(Br)cc1)Nc1ccc(F)cc1	-14	-0.4	2	0.2
Cc1cccc(NC(=O)CN2C(=O)C(C)SC(C)C2=O)c1 (stereo not given)	7	3.6	-1	-0.2
COc1ccc(-n2c(SCC(=O)NCc3cccc(Cl)c3)nc3[nH]ncc3c2=O)cc1	15	-1.1	8	0.2
Cc1cccc(NC(=O)c2cc(Cl)ccc2Cl)n1	-7	2.2	-25	-0.1
CC(=O)c1cccc(NC(=O)N(CCN(C)C)C2CCN(CCc3ccccn3)CC2)c1	14	0.7	-3	0.1
FC(F)Oc1ccc(-c2cn(-c3ccccc3)c3[n+]2CCCS3)cc1	12	-0.4	5	-0.1
CCOc1ccc(C(=O)Nc2cccc(NC(=O)c3ccc(Cl)cc3Cl)c2)cc1	-8	0.4	-16	0.0
O=C1NC2CC3CC(C2)CC1C3	9	-1.4	-1	0.2
COc1ccc(C2=CC(c3ccc(OC)cc3OC)n3ncnc3N2)cc1 (stereo not given)	16	0.6	56*	0.1
CCOc1ccc(C2C(C#N)=C(C)NC(C)=C2C#N)cc1	6	0.0	2	-0.1
COc1ccccc1NC(=O)C(C)N1C(=O)c2cccc3cccc1c23 (stereo not given)	-4	3.3	6	0.2
CCOC(=O)C1(Cc2ccc(OC)cc2)CCN(C(=O)CN2CCOC2=O)CC1	-3	-0.4	-31	-0.1
CC(=O)Nc1ccc(NC(=O)c2csc(Br)n2)cc1	8	-2.8	-27	0.2
CCN1C(=O)CC(C(=O)Nc2ccc(F)cc2)SC1=Nc1ccccc1 (stereo not given)	-11	0.5	2	0.2
Oc1oc(-c2ccccc2Br)nc1/C=N/c1nccs1	2	-1.2	-50	-0.1
Cc1cc(N2CCOCC2)nc2ccc(NC(=O)c3ccco3)cc12	10	1.1	-25	-0.2
COc1cc(OC)cc(C(=O)N2CCN(Cc3ccccn3)CC2)c1	57*	-0.6	-6	0.3
COc1ccc(N2CCN(c3cc(=O)n(C)c(=O)[nH]3)CC2)cc1	6	2.5	-4	-0.1
CCC(=O)c1ccc(N2CCN(C(=O)c3ccc(F)c(F)c3)CC2)c(F)c1	-8	1.8	-2	0.1
O=C1Nc2ccccc2/C1=N\N=C\c1ccc(O)c(O)c1	17	0.2	0	-0.3
CCC1CCCCN1C(=O)CSc1nnc(-c2cccc(Cl)c2)o1 (stereo not given)	4	0.4	-36	0.4
CCOc1ccc(NC(=O)CC2S/C(=N\N=C(/C)c3ccc(Cl)cc3)NC2=O)cc1 (stereo not given)	5	6.7*	4	0.2
CCCCC#Cc1nc(NC)c2ncn([C@@H]3O[C@H](CO)C(O)[C@@H]3O)c2n1 (stereo not given in full)	11	0.3	.	-0.1
O=C1NC2(CCN(C(=O)c3cccc4cccnc34)CC2)Nc2ccc(Cl)cc21	-5	0.6	77*	-0.1
C/C(=N/Nc1nc(C)c(C)s1)c1cccc([N+](=O)[O-])c1	-13	-0.2	-5	-0.5
COc1ccccc1NN=c1c(=O)c2ccccc2c1=O	3	3.8	-18	0.0
CN(C)CCCNCC(=O)c1c(-c2ccccc2)n(C)c2ccccc12	51*	0.1	-12	0.6
Cc1ccc(N2C(=O)CC(NCCc3ccc(Cl)cc3)C2=O)cc1 (stereo not given)	1	6.4*	6	0.0
COc1ccc(N(/N=C2\Oc3ccc4c(C)cc(=O)oc4c3C2=O)C(C)=O)cc1	12	-0.2	1	-0.2
O=C(NCCN1CCN(C(=O)c2cccc(F)c2)CC1)C(=O)Nc1ccc(Br)cc1	6	-1.1	2	0.0
NC1=NC(=O)/C(=C\c2ccc(-c3ccc(Cl)cc3Cl)o2)S1	13	-1.0	-1	0.1
O=C(CCCn1c2ccccc2c(=O)c2ccccc21)Nc1ccccc1Br	0	1.0	-22	0.3
CN(C)CCNC(=O)CNC(=S)N(Cc1ccccc1)Cc1cccnc1	2	-2.0	6	0.0
CC1CCCCC1NC(=O)CCCCCn1c(=S)[nH]c2ccsc2c1=O (stereo not given)	2	-0.8	12	0.0
COCCNC(=O)c1cccc(OC2CCN(Cc3ccc(C)s3)CC2)c1	7	-0.4	0	0.0
O=S(=O)(c1cccc(-c2n[nH]c(=S)o2)c1)N1CCOCC1	6	1.4	2	0.0
Cc1ccc(NC(=O)c2sc3ncn(Cc4ccccc4F)c(=O)c3c2C)cc1Cl	-9	-0.2	4	-0.1

Some of these compounds in order of SMILES length, ascending.
SMILES	MITF inh	GPR151 activ	TEAD-YAP inh	FBW7 activator
COc1ccccc1NN=c1c(=O)c2ccccc2c1=O	3	3.8	-18	0.0
O=S(=O)(c1cccc(-c2n[nH]c(=S)o2)c1)N1CCOCC1	6	1.4	2	0.0
COc1ccc(N2CCN(c3cc(=O)n(C)c(=O)[nH]3)CC2)cc1	6	2.5	-4	-0.1
COc1ccc(N(/N=C2\Oc3ccc4c(C)cc(=O)oc4c3C2=O)C(C)=O)cc1	12	-0.2	1	-0.2

Next part
SMILES	MITF inh	GPR151 activ	TEAD-YAP inh	FBW7 activator
COc1ccc2c(c1)OC(C)CN(C(=O)CSc1nc3ccc(C)cc3[nH]1)C2 (stereo not given)	9	-0.1	-8	0.0
CCOc1ccc(NC(=O)CN2CCC(c3nc4ccccc4[nH]3)CC2)cc1	-1	-0.8	2	-0.1
COc1ccc(NC(=O)CNC(=O)c2cccs2)cc1	6	-1.3	-1	0.2
COc1ccc(-c2nc(-c3c(F)cccc3F)no2)c(OC)c1	-24	-3.7	29	0.3
CCOC(=O)CC(=O)CSc1ccc2nnc(-c3ccc(F)cc3)n2n1	-1	1.6	3	0.1
Cc1cc(C)cc(NC(=O)CSc2nc3ncnc(N)c3[nH]2)c1	4	-0.5	-14	-0.1
COc1ccc(C2(CC(N)=O)CCOC(C)(C)C2)cc1 (stereo not given)	-8	0.6	0	0.0
COC(=O)c1c(NC(=O)CSc2ncnc3sc(C)c(C)c23)sc2c1CCCC2	15	-0.8	2	0.0
Cc1ccc(S(=O)(=O)CC(=O)c2ccc3c(c2)OCCO3)cc1	6	-0.1	-11	0.1
N#CC12CC([N+](=O)[O-])=C(N)C1(C#N)CC([N+](=O)[O-])=C2N (stereo not given)	3	0.7	11	0.3
O=C(Nc1ccc(NC(=O)C2CC2)cn1)c1cccs1	2	-3.9	24	-0.1
C/C(CC(=O)Nc1ccccn1)=N\NC(=O)c1ccc(I)cc1	1	-0.9	-18	-0.1
Cc1nnn(C23CC4CC(CC(C(=O)NC5CCCCCC5)(C4)C2)C3)n1	6	0.5	-1	0.1
N#Cc1c(NC(=O)c2cccc(S(=O)(=O)N3CCCCC3)c2)sc2c1CCCC2	2	0.0	12	-0.1
O=C(Nc1ccc2c(c1)C(=O)NC2=O)c1nc2ccccc2s1	-3	-2.2	-13	0.0
CC(C)N(C(=O)CN1CCC(c2nc3ccccc3[nH]2)CC1)C(C)C	8	-1.2	9	0.0
COc1ccc(CC(=O)N2c3ccccc3-c3c(ssc3=S)C2(C)C)cc1	-1	0.0	4	-0.2
COc1ccc(-c2nc3n(n2)C(c2ccc4c(c2)OCO4)C(C(N)=O)=C(C)N3)cc1 (stereo not given)	-2	0.2	-15	0.0
NC1=NC(=O)/C(=C/c2ccccc2)S1	0	0.8	-2	-0.1
CCC(Sc1nc2ccsc2c(=O)n1-c1ccc(Cl)c(C)c1)C(=O)NCc1ccco1 (stereo not given)	-4	-1.2	-3	0.3

Four entries from above in another layout:
Order of results: MITF inh, GPR151 activ, TEAD-YAP inh, FBW7 activator
> O=C(Nc1ccc2c(c1)C(=O)NC2=O)c1nc2ccccc2s1
→ -3, -2.2, -13, 0.0
> COc1ccc(-c2nc3n(n2)C(c2ccc4c(c2)OCO4)C(C(N)=O)=C(C)N3)cc1 (stereo not given)
→ -2, 0.2, -15, 0.0
> COc1ccc(C2(CC(N)=O)CCOC(C)(C)C2)cc1 (stereo not given)
→ -8, 0.6, 0, 0.0
> CCC(Sc1nc2ccsc2c(=O)n1-c1ccc(Cl)c(C)c1)C(=O)NCc1ccco1 (stereo not given)
→ -4, -1.2, -3, 0.3

Assay outcomes (PubChem BioAssay)

Outcome played no part in choosing rows; 3.5% or so of the library scored in one or more.
